aSyn tox rescue: inhibitors of alpha-synuclein toxicity in yeast; S. cerevisiae alpha-synuclein toxicity rescue, BacTiter-Glo growth, 24 h; Potency, µM (series often up to 46.1 µM), for inactives: at the top dose growth rescue (activation), actives largely listed as activators; 0.02% of 94,000 active; active = well fitted activation curve with a large enough effect; inconclusive = small, poorly fitted or top-dose-only effect; also: 0% is about no effect
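Growth restoration measured by BacTiter-Glo luminescence after 24 hr at 30 deg C; alpha-synuclein yeast, raffinose-pregrown to mid-log, were added at OD600=0.02 in galactose medium onto pinned compounds.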
* marks the source's active call; other numbers are inactive results; ? = inconclusive; [ ] = another dose, or the depositor's remark. Potency is read from the fitted curve at half-maximal effect.

SMILES | aSyn tox rescue
COc1ccc(CCNC(=O)/C=C/C(=O)O)cc1 | -8%
CC1CCN(C(=O)COC(=O)c2ccccc2NCCO)CC1 | 2%
O=C(Nc1c(C(=O)Nc2ccccc2F)oc2ccccc12)c1cc2ccccc2o1 | -4%
CCc1ccc(NC(=O)CC2C(=O)N(c3ccc(Cl)cc3)C(=O)N2C2CCCC2)cc1 (configuration not stated) | -4%
Cc1cccn2cc(CCNC(=O)c3ccc(Br)o3)nc12 | -2%
NS(=O)(=O)c1ccc2nc(NC(=O)COc3ccccc3)sc2c1 | 3%
Cc1ccc(C(=O)NCC(=O)Nc2ccc(C)c(S(=O)(=O)Nc3ccc(Cl)cc3)c2)s1 | -13%
Cc1ccc(CN2CC(C(=O)Nc3cccc(C)n3)CC2=O)cc1 (configuration not stated) | -10%
Cc1ccc(OCc2ccccc2C)c([N+](=O)[O-])n1 | 7%
COc1ccc(NC(=O)C2CCN(c3cnccn3)CC2)cc1OC | -7%
Cc1cc(NS(=O)(=O)c2ccc(NC(=O)c3ccc([N+](=O)[O-])cc3)cc2)nc(C)n1 | -5%
O=C(Cc1cccc2ccccc12)NN1C(=O)/C(=C\c2cccnc2)SC1=S | -9%
CCCCCC[N+](C)(C)CC/C=C1/c2ccccc2Sc2ccc(Cl)cc21 | -38%[inhibitor]
COc1ccc(CN(C(=O)c2cccs2)c2ccccc2C(=O)O)cc1 | -6%
O=C1CN(C(=O)CNC(=O)c2ccccc2Cl)c2ccccc2N1 | -13%
COc1ccc(-n2nc(C(=O)NCC(=O)NCCCN3CCN(C)CC3)c3ccccc3c2=O)cc1OC | -10%
CCOc1ccc(NC(=O)CN(C)CC(=O)Nc2ccc(F)c(F)c2F)cc1OCC | 7%
COc1ccc(CNC(=O)c2cc3c(=O)[nH]c4ccccc4c3n2C)c(OC)c1 | -4%
O=S(=O)(Nc1nnc(C2CCCCC2)s1)c1ccc(F)cc1 | 8%
Cc1cccc(CS(=O)(=O)c2ncc(Cl)c(C(=O)NCc3ccccc3)n2)c1 | 19%
Cc1c(Cl)cccc1NC(=O)c1noc2c1CCCC2 | -6%
COc1ccc(NC(=O)N(C)C[C@@H]2OCc3cn(nn3)CCCC(=O)N([C@@H](C)CO)C[C@H]2C)cc1 | 3%
CCN(CCNC(=O)C1CCC(=O)N1Cc1ccc(C)cc1)c1ccccc1 (configuration not stated) | 11%
O=C(O)CC1Sc2nnc(COc3ccc(Cl)cc3)n2N=C1c1ccccc1 (configuration not stated) | 4%
CN(C)CCCNc1nc(N)c([N+](=O)[O-])c(NCc2ccccc2)n1 | -7%
Cn1c2c(c(=O)n(C)c1=O)C(C(F)(F)F)(C(F)(F)F)N=C(C1CCCCC1)N2 | -20%
COc1ccc(N2CCN(C(CNC(=O)C(=O)NC3CCCC3)c3ccco3)CC2)cc1 (configuration not stated) | -6%
COc1cccc(C(=O)/C=C/Nc2ccc(S(=O)(=O)Nc3cc(OC)nc(OC)n3)cc2)c1 | 12%
COc1ccc(Nc2ncnc3onc(-c4ccc(Cl)cc4)c23)cc1Cl | 0%
Cc1cc(=O)oc2cc(OCC(=O)OCC(=O)N(C)C3CCS(=O)(=O)C3)ccc12 (configuration not stated) | -3%
CCCCN(Cc1ccccc1)S(=O)(=O)c1cc(Br)cc2c1N(C(=O)C1CC1)CC2 | -13%
CN(C(=O)COC(=O)c1c2c(nc3ccccc13)CCCC2)c1c(N)n(Cc2ccccc2)c(=O)[nH]c1=O | 3%
CCC(C)c1ccc(NC(=O)C2CC3CCC2C3)cc1 (configuration not stated) | -29%
CC(=O)c1ccc(N2CCN(C(=O)C(=O)c3cn(CC(=O)N4CCOCC4)c4ccccc34)CC2)cc1 | -6%
Cc1c(C)c2cc3c(c(C)c2oc1=O)OCN(CCc1ccc(F)cc1)C3 | 5%
CCc1ccc(NC(=O)Nc2c(C)n(C)n(-c3ccccc3)c2=O)cc1 | -14%
Cc1cccc(-c2nnc(SCC(=O)N3CCCCC3)o2)c1 | 5%
C[C@@H]1CN([C@@H](C)CO)S(=O)(=O)c2ccc(Br)cc2O[C@H]1CN(C)C(=O)CN(C)C | -5%
COC(=O)c1ccccc1NC(=O)CSc1nnc2cc(C)c3cc(C)cc(C)c3n12 | -2%
COc1ccc(-c2cc(C(=O)OC(C)C(=O)c3ccccc3)c3cccc(Cl)c3n2)cc1 (configuration not stated) | -4%

Random excerpt: 3 compounds from above.
SMILES | aSyn tox rescue
Cc1c(Cl)cccc1NC(=O)c1noc2c1CCCC2 | -6%
Cc1cc(NS(=O)(=O)c2ccc(NC(=O)c3ccc([N+](=O)[O-])cc3)cc2)nc(C)n1 | -5%
CCc1ccc(NC(=O)Nc2c(C)n(C)n(-c3ccccc3)c2=O)cc1 | -14%

(continued)
SMILES | aSyn tox rescue
CC(=O)NCCC(=O)N1CCc2c([nH]c3ccccc23)C1c1cccc(C)c1 (configuration not stated) | 1%
Nc1ccc(-c2nc3ccc(N)cc3s2)cc1 | 15%
CN(CCN1CCOCC1)C(=O)c1cc(COc2ccc(F)cc2Cl)on1 | -2%
COc1ccc(CCNC(=O)CCCCn2c(=O)c3ccccc3n(CC(=O)Nc3ccc(C)cc3C)c2=O)cc1OC | -5%
COc1ccc(C2C=C(c3ccccc3)Nc3nc(NC(=O)/C=C/c4ccccc4Cl)nn32)cc1 (configuration not stated) | -5%
COc1ccc(CCn2c(=O)c3cccnc3n(CC(=O)Nc3cccc(C)c3)c2=O)cc1OC | -7%
O=C(NCCc1ccccc1)c1cnc2sc(N3CCCC3)nn2c1=O | 0%
CCOC(=O)CC(NS(=O)(=O)c1ccc2[nH]c(=O)sc2c1)c1ccc(C)cc1 (configuration not stated) | -2%
CCn1c(=O)c2sccc2n2c(CCCC(=O)Nc3ccc(Oc4ccccc4)cc3)nnc12 | 8%
CN(C)c1ccc(/C=N/NC(=O)c2sccc2-n2cccc2)cc1 | -10%
COc1ccc(S(=O)(=O)c2c(SC)nn(CC(=O)Nc3cccc(C)c3C)c2N)cc1 | -1%
Cc1ccccc1Cn1c2ccccc2c2cnn(CC(=O)NC(C)CCc3ccccc3)c(=O)c21 (configuration not stated) | 2%
CC(C)N1C(=O)C(O)(C2COC(C)(C)CC2=O)c2ccccc21 (configuration not stated) | -2%
Clc1cccc(CNCCCSc2nnnn2-c2ccccc2)c1 | 8%
CC(=O)Oc1cccc(/C=C2\Sc3ccccc3C2=O)c1 | 2%
O=C(CN(C(=O)c1csnn1)c1ccccc1Cl)NC1CCCC1 | -2%
COc1ccc(OC)c(-n2c(SC)nnc2-c2c[nH]c3ccccc23)c1 | -1%
COc1cc(Cl)c(C)cc1NC(=O)c1cc(S(=O)(=O)N2CCCC2)ccc1F | 0%
Cc1ccccc1C(=O)NNC(=O)CSc1nc2ccccc2c(=O)[nH]1 | 7%
O=C(O)COc1ccccc1/C=N/NC(=O)CSc1nc2ccccc2n1Cc1ccc(Cl)cc1 | 6%

As a short view, some entries already given:
SMILES | aSyn tox rescue
CCc1ccc(NC(=O)CC2C(=O)N(c3ccc(Cl)cc3)C(=O)N2C2CCCC2)cc1 (configuration not stated) | -4%
Cc1cccn2cc(CCNC(=O)c3ccc(Br)o3)nc12 | -2%
NS(=O)(=O)c1ccc2nc(NC(=O)COc3ccccc3)sc2c1 | 3%
Cc1ccc(C(=O)NCC(=O)Nc2ccc(C)c(S(=O)(=O)Nc3ccc(Cl)cc3)c2)s1 | -13%
Cc1ccc(CN2CC(C(=O)Nc3cccc(C)n3)CC2=O)cc1 (configuration not stated) | -10%
Cc1ccc(OCc2ccccc2C)c([N+](=O)[O-])n1 | 7%

The listing continues:
SMILES | aSyn tox rescue
Cc1cccc(-n2c(SCC(N)=O)nc3c(oc4ccccc43)c2=O)c1 | 2%
CCC1CCCCN1CCCNC(=O)c1c(O)nc2cc(C)ccn2c1=O (configuration not stated) | 1%
COCCNC(=O)c1nn(-c2ccc(C)cc2)c(=O)n(C)c1=O | 2%
COc1ccc(CNS(=O)(=O)c2ccc(N3CCCCS3(=O)=O)cc2)cc1 | -8%
CC(=O)Nc1ccc(NS(=O)(=O)c2cc(-c3n[nH]c(=O)c4ccccc34)ccc2C)cc1 | 0%
COCCCNCCOc1ccc(C(C)(C)c2ccccc2)cc1 | 1%
CCN1CCN(c2ccc(S(=O)(=O)N3CCCCC3)cc2NC(=O)c2sccc2C)CC1 | -8%
CC(=O)N1CCOc2cc(S(=O)(=O)NCc3ccccc3Cl)c(C)cc21 | -3%
O=C(CN1c2ccccc2S(=O)(=O)c2ccccc21)Nc1cccc(C(F)(F)F)c1 | 11%
COc1c2ccoc2nc2c(OC)c(O)ccc12 | 1%
C(=N\N1CCOCC1)/c1ccsc1 | 0%
CCCN(C)C[C@@H]1Oc2ncc(Br)cc2C(=O)N([C@@H](C)CO)C[C@H]1C | -2%
CN(C)c1nc2c(c(=O)n(C)c(=O)n2C)n1CC(=O)c1cccs1 | -3%
O=C(/C=C/c1ccc(Br)cc1)N1CCN(Cc2ccccc2)CC1 | 2%
Cc1cc(S(=O)(=O)c2ccc(Cl)cc2)nc(S(=O)(=O)c2ccc(Cl)cc2)c1C#N | -74%[inhibitor]
COc1ccccc1NC(=O)c1c(N=Cc2c(O)ccc3ccccc23)cnn1C | 8%
CCOC(=O)c1c(NC(=O)c2cc(-c3ccc(OC)c(OC)c3)on2)sc2c1CCCC2 | -4%
Cc1ccc(C(=O)N(c2ccc(C)cc2)S(=O)(=O)c2ccc(Cl)cc2)cc1 | -20%
COc1ccc(C)cc1NC(=O)COc1cc(=O)n(C)c2ccccc12 | -1%
CN(C)c1ccc(C2Nc3ccccc3C(=O)N2NS(=O)(=O)c2ccccc2)cc1 (configuration not stated) | -5%
Cc1ccccc1C(=O)Nc1nnc(S(=O)(=O)N(C)c2ccc(Cl)cc2)s1 | -16%
Cc1cc(C)c2nc(Nc3nc(CSc4nc5ccccc5[nH]4)cc(=O)[nH]3)nc(C)c2c1 | -8%
C=CCNC(=O)NC(=O)CN1C(=O)NC(c2ccccc2)(c2ccccc2)C1=O | 8%
CCOC(=O)N1CCc2c(sc3c2c(=O)n(CCc2ccccc2)c(=O)n3Cc2ccc(F)cc2)C1 | -4%
Fc1ccc(COc2cccc3cccnc23)cc1 | -20%
COc1cc(C(=O)NC2CC(C)CC(C)(C)C2)cc(OC)c1OC (configuration not stated) | 8%
Cc1ccc(C(=O)N[C@H](C(=O)N2CCN(c3ncccn3)CC2)C(C)C)cc1 | -39%[inhibitor]
O=c1oc2ccc(F)cc2cc1-c1nc(-c2cccs2)no1 | -10%
CCOc1ccc(CN(C)C(=O)NNC(=O)c2ccc(C)cc2)cc1OC | 3%
CCOc1ccc(C(=O)NCC(=O)N2CCCC2)cc1 | -6%
Cc1cc(NC(=O)c2cc(-c3ccc(F)cc3)on2)nn1Cc1ccc(Cl)cc1 | -6%
O=[N+]([O-])c1ccc(S(=O)(=O)N2CCSC2c2ccco2)cc1 (configuration not stated) | -4%
CCN(CC(=O)Nc1c(F)cccc1F)C(=O)C1CC1C (configuration not stated) | -8%
CCc1cccc(NC(=O)CSc2ncc3c(n2)-c2ccc(Cl)cc2N(Cc2ccccc2)S3(=O)=O)c1 | -8%
CCCCN(C)C1CCN(C(=S)Nc2ccc(OC)cc2)CC1 | 2%
CCCCCOc1c(Cl)cc(C(=O)N(Cc2ccc(C)o2)C2CCS(=O)(=O)C2)cc1Cl (configuration not stated) | ?
CCCCCOc1ccc(/C=C/c2c([N+](=O)[O-])c(=O)n(C)c(=O)n2C)cc1 | 13%
O=C(NCCc1ccc(Cl)cc1)C(=O)NCC(c1cccs1)S(=O)(=O)c1ccccc1 (configuration not stated) | -6%
O=C(OCc1cc(=O)n2ccsc2n1)C1(c2ccccc2)CC1 | 7%
COc1ccc(CNC(=O)c2c(Nc3ccccc3C)sc(C(=O)c3ccccc3)c2N)cc1 | 23%
CCCCCn1c(=N)c(S(=O)(=O)c2ccc(Cl)cc2)cc2c(=O)n3cccc(C)c3nc21 | 3%
CC1CN(C(=O)CCC(=O)NCc2ccccc2)c2ccccc2S1 (configuration not stated) | 6%
O=C(c1ccc([N+](=O)[O-])cc1)N1CCN(c2ccc(Nc3ccccc3)nn2)CC1 | 1%
CC(C)CN(C(=O)c1ccc(S(=O)(=O)N2CCCCC2)cc1)C1CCS(=O)(=O)C1 (configuration not stated) | -9%
C(=N\Nc1nncc2ccccc12)/c1ccccn1 | 14%
CCc1cccc(-n2c(=O)c3cccnc3n2CC(=O)NCc2ccccc2)c1 | 24%
COCCCNC(=O)C1CCCN(C(=O)c2cnn(-c3ccc(F)cc3)c2-n2cccc2)C1 (configuration not stated) | 7%
O=C(NCc1ccccc1Cl)C1CCN(c2ncnc3c2nc2n3CCCCC2)CC1 | 2%
CCCN(CCC)C(=O)C(Cc1ccccc1)NS(=O)(=O)c1ccc2c(c1)c(=O)n(C)c(=O)n2C (configuration not stated) | -6%
CCOc1ccc(CCNC(=O)CCCc2nnc3n(CC)c(=O)c4sccc4n23)cc1OCC | -11%
CCCN(C(=O)COC(=O)CNC(=O)c1ccc2ccccc2c1)c1c(N)n(Cc2ccccc2)c(=O)[nH]c1=O | -4%
CN(C)S(=O)(=O)c1ccc2c(c1)N(CC(=O)N1CCCCC1)CCS2 | -6%
O=C(NCCc1ccc(Cl)cc1)C(=O)NCC(c1ccco1)S(=O)(=O)c1ccc(Cl)cc1 (configuration not stated) | -2%
Cc1c(Cl)cccc1Nc1sc(C(=O)c2ccccc2)c(N)c1S(=O)(=O)c1ccccc1 | 3%

Part of the list above, tab-delimited.
smiles	aSyn tox rescue
O=C(NCc1ccccc1Cl)C1CCN(c2ncnc3c2nc2n3CCCCC2)CC1	2%
CCCN(CCC)C(=O)C(Cc1ccccc1)NS(=O)(=O)c1ccc2c(c1)c(=O)n(C)c(=O)n2C (configuration not stated)	-6%
CCOc1ccc(CCNC(=O)CCCc2nnc3n(CC)c(=O)c4sccc4n23)cc1OCC	-11%

Source: PubChem BioAssay

Some of the compounds tested. The share of hits here may be higher or lower than overall.
